influenza NS1A – H1N1 influenza NS1A inhibitors, functional cell based assay (AID 504329). NS1A functional cell-based assay, percent inhibition; higher % means a stronger effect. one-dose inhibition, % at 12.5 µM; IC50 in µM for titrated hits. 340,000 compounds, 0.3% hits; in the data active = a potency from the dose series; inconclusive = inhibition above about 27% without an active follow-up result; also: strong numbers were not always called active
inhibitors of VEEV – inhibitors of VEEV TC-83 cytopathic effect, confirmation, Vero cells (AID 588727). Vero cells, VEEV TC-83 cytopathic effect inhibition; higher % means a stronger effect. inhibition, % at 20 µM, or IC50 in µM where a hit was titrated. 350,000 compounds, 0.13% hits; in the data active = a potency from the dose series; inconclusive = inhibition mostly from about 14% at the one dose, without a potency; inactive = the rest, 99 in 100 with inhibition below about 12%; also: strong numbers were not always called active
PhoP GFP inhibition – PhoP regulon inhibitors, Salmonella typhi PhoP promoter GFP reporter, confirmatory (AID 1850) | 310,000 compounds, 0.33% hits | inhibition, % at 50 µM, or IC50 in µM where a hit was titrated | Salmonella Typhi PhoP-promoter GFP reporter, fluorescence, 4 h; higher % means a stronger effect; in the data active = a potency from the dose series; inconclusive = inhibition mostly from about 25% at the one dose, without a potency; inactive = the rest, 99 in 100 with inhibition below about 19%;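 also: 0% = induced wells with vehicle and 100% = uninduced wells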
M. tuberculosis – growth inhibition of non-replicating M. tuberculosis (AID 488890); Mycobacterium tuberculosis non-replicating, growth inhibition; higher % means a stronger effect; inhibition, % at 25 µM, or IC50 in µM where a hit was titrated; 320,000 compounds, 0.39% hits; in the data active = a potency from the dose series; inconclusive = inhibition mostly from about 82% at the one dose, without a potency; inactive = the rest, 99 in 100 with inhibition below about 76%;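 also: plate controls were DMSO cells for no effect and high antibiotic wells for full effect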
M. tuberculosis HTS – M. tuberculosis growth inhibition, HTS (AID 449762). inhibition, % at 25 µM; hits with a dose series show IC50 in µM. 330,000 compounds, 0.59% hits. M. tuberculosis H37Rv growth inhibition, 7H9 media; higher % means a stronger effect; in the data active = a potency from the dose series; inconclusive = inhibition above about 70% without an active follow-up result;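 also: bacterial growth assessed after seven days of incubation; strong numbers were not always called active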
inhibitors of VEEV 10K pilot screen – also measured in inhibitors of VEEV; calls as there; inhibition, %; measured here: 10K pilot screen inhibition
* = called active by the depositor; i = inactive; ? = inconclusive; . = no result given.

SMILES	influenza NS1A	inhibitors of VEEV	PhoP GFP inhibition	M. tuberculosis	M. tuberculosis HTS	others
Cc1ccnc(NC(=O)C(C)n2cc([N+](=O)[O-])cn2)c1 (centres undefined)	-1%	0.1%	11%	7%	-5%
CCCN1CCN(CC(=O)Nc2nnc(CC)s2)CC1	-1%	i	-1%	-13%	2%
COc1ccc(Nc2cc(Nc3ccc(OC)cc3)ncn2)cc1	-11%	i	-13%	-3%	2%
Cc1oc2cc([N+](=O)[O-])c(O)c([N+](=O)[O-])c2c1C(=O)c1ccc(Cl)cc1	12%	0.5%	8%	42%	-8%
CCN(CC1CCCN(CCc2cccc(OC)c2)C1)C(=O)c1ccoc1C (centres undefined)	-18%	i	-4%	.	0%
O=c1cc(Cn2ccnc2)c2cc3c(cc2o1)CCC3	-8%	0.9%	-1%	11%	-3%
COc1ccc(CCN(C(=S)Nc2ccccc2)C2CC(=O)N(c3ccccc3)C2=O)cc1 (centres undefined)	3%	1.3%	3%	-5%	0%
C#CCOCOCC#CCN(CC)CC	-4%	0.7%	12%	-10%	5%
COC(=O)c1cc(C(=O)c2ccc(Cl)cc2Cl)cn1C	2%	i	1%	11%	-3%
CCOC(=O)/C(C#N)=C/c1c(N2CCN(C)CC2)nc2c(C)cccn2c1=O	-9%	0.5%	-3%	-8%	-3%
N=c1c(S(=O)(=O)c2ccc(Cl)cc2)cc2c(=O)n3ccccc3nc2n1CCc1ccccc1	-8%	i	-22%	17%	9%
COc1cc(NC(C(=O)Nc2cccc(C(C)=O)c2)c2ccccc2)cc(OC)c1OC (centres undefined)	-8%	9.5%	-3%	12%	-13%
Cc1ccc(NCC(=O)c2ccc([N+](=O)[O-])cc2)cc1	1%	4.0%	-13%	.	8%
Cc1nn(CC(=O)OCC(=O)NC(C)c2ccccc2)c(C)c1[N+](=O)[O-] (centres undefined)	-3%	i	1%	-4%	-2%
Nc1nnc(SCCCOc2ccc(F)cc2)s1	21%	6.0%	7%	22%	1%
C=CCn1c(CCNC(=O)c2cccs2)nnc1SCC(=O)Nc1cccc(F)c1	1%	i	5%	23%	4%	inhibitors of VEEV 10K pilot screen=0.1
CC1CC(=O)Nc2ccccc2N1S(=O)(=O)c1ccc(Cl)cc1 (centres undefined)	-13%	3.4%	-1%	-4%	-5%
CS(=O)(=O)c1ccc(C(=O)OCC(=O)Nc2cccnc2Cl)cc1[N+](=O)[O-]	-2%	1.4%	.	22%	-1%
O=C(CCNC(=O)C1CCN(S(=O)(=O)c2ccccc2)CC1)NCc1ccccn1	-2%	0.4%	4%	-2%	-7%
COc1ccc(OC)c(C2=NO[C@@](CC(=O)O)(C(=O)Nc3ccc4c(c3)OCCO4)C2)c1	5%	0.5%	-5%	6%	-5%
Fc1ccc2c(c1)C1C=CCC1C(c1cc3c(cc1Br)OCO3)N2 (centres undefined)	4%	3.5%	-6%	12%	-10%
O=C(NCC#CCSc1nnc(-c2cccc3ccccc23)o1)c1cccs1	.	.	.	24%	?
CC1CC(C)CN(C(=O)c2ccc(NC(=O)c3ccc(=O)[nH]c3)cc2)C1 (centres undefined)	4%	2.4%	5%	-4%	5%
Nn1cc(-c2ccccc2)nc1SCC(=O)NCCc1ccccc1	0%	0.4%	0%	40%	-7%
CCN1CCN(c2cc(C)c3cc(NC(=O)Cc4ccccc4OC)ccc3n2)CC1	-3%	0.7%	-6%	?	1%
The list goes on.
SMILES	influenza NS1A	inhibitors of VEEV	PhoP GFP inhibition	M. tuberculosis	M. tuberculosis HTS	others
O=C(O)C(F)(F)S(=O)(=O)O	1%	4.2%	-9%	.	3%
Cc1cccc(NC(=O)C2CCN(S(=O)(=O)c3cccc4nsnc34)CC2)c1	1%	1.4%	-18%	-5%	1%
Cc1noc(C)c1COC(=O)c1cccnc1SCC(=O)Nc1ccc2c(c1)OCO2	7%	3.4%	1%	10%	-5%
CCN(C(=O)c1ccc(S(=O)(=O)N(C)C)cc1)C(C)C(=O)Nc1ccc(C)cc1 (centres undefined)	19%	0.5%	-6%	-2%	3%
O=C(NC1CCSc2ccccc21)c1ccc(C(F)(F)F)cc1 (centres undefined)	-2%	0.3%	6%	69%	-3%
CC1=NN(C2=NS(=O)(=O)c3ccccc32)C(C)(O)C1 (centres undefined)	4%	i	-11%	2%	12%
Cn1c(=O)c2c(nc(Sc3ccccc3N)n2C)n(C)c1=O	-18%	i	-4%	7%	3%
CC(OC(=O)c1cn(C)c2ccccc12)C(=O)N(C)c1ccccc1 (centres undefined)	-8%	10%	.	.	.
Cn1c(SCC(=O)Nc2ccc(Cl)cc2)nc(O)cc1=O	11%	3.5%	13%	30%	2%
O=C(NC(=S)Nn1cnc2c(cnn2-c2ccccc2)c1=O)c1ccccc1	-6%	7.4%	3%	i	-2%
CCN(CC)c1ccc(N=Cc2c(O)n(-c3ccccc3)c(=O)[nH]c2=O)cc1	4%	1.7%	-3%	42%	2%
COc1cc(/C=N/NC(=O)CCn2nnc3ccccc32)ccc1O	3%	0.3%	-5%	-9%	-3%
CN1CCN(c2oc(-c3ccccc3)nc2S(=O)(=O)c2ccc(Br)cc2)CC1	7%	3.4%	9%	30%	12%
CN(C)C(=O)CSc1nnc(CCNC(=O)OC(C)(C)C)o1	-5%	i	-8%	4%	5%
COC(=O)c1cc2sccc2n1Cc1nc(-c2ccc(OC)cc2)oc1C	0%	7.6%	26%	-3%	3%
Cc1cc(C)c(NC(=O)CSc2ccc(-c3ccccn3)nn2)c(C)c1	-2%	1.1%	5%	33%	15%
Cc1cccc(C)c1OCc1cc(C(=O)NC2CCC2)no1	2%	0.6%	-2%	11%	6%
COCC1CCCN(C(=O)c2cc(COc3cccc4cccnc34)on2)C1 (centres undefined)	-4%	2.9%	-2%	-6%	-7%
COc1ccc(S(=O)(=O)N2CCOCC2)cc1NC(=O)c1ccc(=O)[nH]c1	-6%	4.5%	.	.	.
CCN(CC)CCN(C(=O)c1ccc(S(=O)(=O)N(C)C2CCCCC2)cc1)c1nc2c(C)cccc2s1	-1%	7.8%	-10%	5%	3%
CCOC(=O)c1ccc(COc2ccc(C(C)C)cc2)o1	-6%	i	-5%	?	7%
COc1cc(NCCCCCCN)c2ncccc2c1OC	14%	1.1%	.	.	.
Cc1ccccc1-c1cccc([C@@H]2C[C@H]3C(CN2)CON3C)c1 (some centres undefined)	-6%	i	.	.	.
O=C1CCN1C1(C(=O)NC2CCCCC2)CCCC1	0%	0.6%	-9%	-7%	-6%
CCOC(=O)c1ccc(CNC(=O)C2CCCCC2C(=O)OCC(F)(F)F)o1 (centres undefined)	0%	0.2%	-7%	-11%	-8%
Next section
SMILES	influenza NS1A	inhibitors of VEEV	PhoP GFP inhibition	M. tuberculosis	M. tuberculosis HTS	others
COc1cccc(NC(=S)/C(=C(\[O-])c2ccc(C)c([N+](=O)[O-])c2)[n+]2ccccc2)c1	-5%	9.0%	-16%	34%	8%
COc1ccc(CCC(=O)N(C)CC(=O)Nc2ccc(Cl)c(C(F)(F)F)c2)cc1	2%	3.4%	-6%	35%	-5%
CC(C)(C)NS(=O)(=O)c1ccc(OCC(=O)NCc2ccco2)cc1	2%	1.0%	-6%	-3%	-3%
CCCCN(CC)C(=O)c1cc2c(=O)[nH]c3ccc(C)cc3c2s1	-4%	9.2%	9%	1%	1%
O=C(C[n+]1cccc(CO)c1)Nc1nc2ccccc2s1	-13%	0.1%	4%	8%	6%
CCn1c(=O)c([N+](=O)[O-])c(N2CCOCC2)c2ccccc21	-6%	0.1%	7%	-9%	-3%
Cc1ccc(SCC(=O)n2nc(C)cc2C)cc1	-8%	1.1%	-3%	-4%	-3%
O=C(Cc1cccc(F)c1)N1CCCC(CO)(Cc2ccc(F)cc2F)C1 (centres undefined)	-64%	i	-7%	7%	6%
Nc1ncncc1-c1ccccc1Cl	3%	6.5%	.	.	.
O=C1[C@@H]2CSCN2C(=O)CN1Cc1cccc(C(F)(F)F)c1	-10%	i	0%	-3%	3%
C=CCOc1ccc(C2=NOC(C(=O)Nc3ccc4c(c3)OCCO4)C2)cc1OC (centres undefined)	0%	1.1%	-3%	-9%	4%
O=C(CSc1oc(-c2ccc(F)cc2)nc1S(=O)(=O)c1ccccc1)NCC1CCCO1 (centres undefined)	-6%	2.4%	-6%	.	-2%
CCNc1nc(C#N)nc2c1ncn2-c1cc(F)cc(F)c1	-16%	2.3%	.	25%	-3%
O=c1c2ccccc2n2cnnc2n1-c1ccccc1	-7%	2.9%	6%	-3%	-2%
COC(=O)CCCC1=CC2=CC(=O)C(C)(OC(=O)c3cccs3)C(=O)C2=CN1Cc1ccccc1 (centres undefined)	-17%	5.5%	-21%	1%	-4%
CCCCN1C(=O)c2ccc(C(=O)Nc3ccccc3N3CCOCC3)cc2C1=O	-1%	1.7%	8%	11%	-4%
COc1ccc(C2=NN(C(=O)CN3CCCCC3)C(c3ccc(C)cc3)C2)cc1 (centres undefined)	0%	i	14%	25%	12%
COc1cc(S(=O)(=O)Nc2ccc(Br)cc2)ccc1N	-3%	1.0%	11%	8%	3%
CC(C)(C)N(Cc1ccccc1)C(=O)CSc1nnc(CNc2ccc(F)cc2)o1	5%	i	-9%	1%	-2%
COC(=O)c1sc(NC(=O)Cc2cccs2)nc1C	-7%	1.8%	-16%	4%	-5%	inhibitors of VEEV 10K pilot screen=4.7
CCOc1ccc(C(=O)NCC(=O)OCc2c(C)noc2C)cc1OCC	0%	i	-1%	-5%	2%
COc1ccc(CCNC(=O)c2c(C)nc3ccccn23)cc1OC	9%	1.0%	0%	54%	-4%
CC1CN(Cc2c(O)ccc3c2oc(=O)c2ccccc23)CC(C)O1 (centres undefined)	-9%	2.7%	-5%	18%	-6%
C=C(C)C(=O)Nc1cccc(C2=NOC3(C2)C[C@@H](C(N)=O)N(C(=O)[C@H]2CCC(=O)N2)C3)c1 (some centres undefined)	0%	i	-2%	-6%	7%
COc1ccc(-c2csc(NC(=O)CSc3n[nH]c(N)n3)n2)cc1	0%	1.3%	13%	24%	1%
Oc1ccc(/C=N/NP(=S)(c2ccccc2)c2ccccc2)cc1	1%	i	-5%	12%	-4%
COc1cccc(N=Nc2c(N)[nH]n3c(=O)cc(-c4ccccc4)nc23)c1	-13%	5.7%	2%	28%	54%

Filtered by structure, those above with fluorine.
SMILES	influenza NS1A	inhibitors of VEEV	PhoP GFP inhibition	M. tuberculosis	M. tuberculosis HTS	others
Nc1nnc(SCCCOc2ccc(F)cc2)s1	21%	6.0%	7%	22%	1%
C=CCn1c(CCNC(=O)c2cccs2)nnc1SCC(=O)Nc1cccc(F)c1	1%	i	5%	23%	4%	inhibitors of VEEV 10K pilot screen=0.1
Fc1ccc2c(c1)C1C=CCC1C(c1cc3c(cc1Br)OCO3)N2 (centres undefined)	4%	3.5%	-6%	12%	-10%
O=C(O)C(F)(F)S(=O)(=O)O	1%	4.2%	-9%	.	3%
O=C(NC1CCSc2ccccc21)c1ccc(C(F)(F)F)cc1 (centres undefined)	-2%	0.3%	6%	69%	-3%
CCOC(=O)c1ccc(CNC(=O)C2CCCCC2C(=O)OCC(F)(F)F)o1 (centres undefined)	0%	0.2%	-7%	-11%	-8%
COc1ccc(CCC(=O)N(C)CC(=O)Nc2ccc(Cl)c(C(F)(F)F)c2)cc1	2%	3.4%	-6%	35%	-5%
O=C(Cc1cccc(F)c1)N1CCCC(CO)(Cc2ccc(F)cc2F)C1 (centres undefined)	-64%	i	-7%	7%	6%
O=C1[C@@H]2CSCN2C(=O)CN1Cc1cccc(C(F)(F)F)c1	-10%	i	0%	-3%	3%
O=C(CSc1oc(-c2ccc(F)cc2)nc1S(=O)(=O)c1ccccc1)NCC1CCCO1 (centres undefined)	-6%	2.4%	-6%	.	-2%
CCNc1nc(C#N)nc2c1ncn2-c1cc(F)cc(F)c1	-16%	2.3%	.	25%	-3%
CC(C)(C)N(Cc1ccccc1)C(=O)CSc1nnc(CNc2ccc(F)cc2)o1	5%	i	-9%	1%	-2%

Three compounds picked at random from those above, as already listed:
SMILES	influenza NS1A	inhibitors of VEEV	PhoP GFP inhibition	M. tuberculosis	M. tuberculosis HTS	others
COc1ccc(C2=NN(C(=O)CN3CCCCC3)C(c3ccc(C)cc3)C2)cc1 (centres undefined)	0%	i	14%	25%	12%
COc1ccc(-c2csc(NC(=O)CSc3n[nH]c(N)n3)n2)cc1	0%	1.3%	13%	24%	1%
COc1ccc(CCC(=O)N(C)CC(=O)Nc2ccc(Cl)c(C(F)(F)F)c2)cc1	2%	3.4%	-6%	35%	-5%
